# Source: PubChem BioAssay
# TDP1 cell CPT: growth inhibition of DT40 Tdp1-/-;hTDP1 cells with camptothecin (screen for TDP1 inhibitors); Potency, µM (series often up to 46.2 µM), for inactives: at the highest dose activity change, negative = growth inhibition, actives largely listed as inhibitors; actives 12% (n = 420,000); AID 686979; chicken DT40 Tdp1-/-;hTDP1 cells + 20 nM CPT, ATP luminescence, 48 h; also: nearly all actives have a fitted effect of over 55% in size
#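 Cell growth measured by CellTiter-Glo luminescence after a minimum 48 h, 37 C compound exposure with 20 nM CPT in Tdp1-knockout DT40 cells stably expressing hTDP1, seeded 400/well; qHTS titration format.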
# DT40 TDP1 no CPT: qHTS for Inhibitors of human tyrosyl-DNA phosphodiesterase 1 (TDP1): qHTS in cells in absence of CPT; DT40 Tdp1-/- hTDP1 cells, no CPT, ATP luminescence, 48 h; Potency, µM (top dose mostly 46.2 µM), for the others: at the highest dose activity change, negative = growth inhibition, most hits filed as inhibitors; actives 15% (n = 420,000); AID 686978, 2013; also: nearly all actives have a fitted effect of over 55% in size
#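 Chicken DT40 Tdp1-/- cells stably complemented with human TDP1 were seeded at 400 cells/well with DMSO in place of 20 nM camptothecin. After compound pinning, cells grew at least 48 hr at 37 °C; viability read by CellTiter-Glo luminescence.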
# KAT2A inh: blocks human GCN5L2 histone acetyltransferase | actives 0.21% (n = 390,000) | GCN5L2 HAT assay, ThioGlo1 CoA-SH fluorescence | AID 504327 | Potency, µM (titrated, usually from 58.9 µM), for the others: at the highest dose activity change, negative = inhibition, actives largely listed as inhibitors | Q92830
# Target sequence (Q92830 whole entry, looked up): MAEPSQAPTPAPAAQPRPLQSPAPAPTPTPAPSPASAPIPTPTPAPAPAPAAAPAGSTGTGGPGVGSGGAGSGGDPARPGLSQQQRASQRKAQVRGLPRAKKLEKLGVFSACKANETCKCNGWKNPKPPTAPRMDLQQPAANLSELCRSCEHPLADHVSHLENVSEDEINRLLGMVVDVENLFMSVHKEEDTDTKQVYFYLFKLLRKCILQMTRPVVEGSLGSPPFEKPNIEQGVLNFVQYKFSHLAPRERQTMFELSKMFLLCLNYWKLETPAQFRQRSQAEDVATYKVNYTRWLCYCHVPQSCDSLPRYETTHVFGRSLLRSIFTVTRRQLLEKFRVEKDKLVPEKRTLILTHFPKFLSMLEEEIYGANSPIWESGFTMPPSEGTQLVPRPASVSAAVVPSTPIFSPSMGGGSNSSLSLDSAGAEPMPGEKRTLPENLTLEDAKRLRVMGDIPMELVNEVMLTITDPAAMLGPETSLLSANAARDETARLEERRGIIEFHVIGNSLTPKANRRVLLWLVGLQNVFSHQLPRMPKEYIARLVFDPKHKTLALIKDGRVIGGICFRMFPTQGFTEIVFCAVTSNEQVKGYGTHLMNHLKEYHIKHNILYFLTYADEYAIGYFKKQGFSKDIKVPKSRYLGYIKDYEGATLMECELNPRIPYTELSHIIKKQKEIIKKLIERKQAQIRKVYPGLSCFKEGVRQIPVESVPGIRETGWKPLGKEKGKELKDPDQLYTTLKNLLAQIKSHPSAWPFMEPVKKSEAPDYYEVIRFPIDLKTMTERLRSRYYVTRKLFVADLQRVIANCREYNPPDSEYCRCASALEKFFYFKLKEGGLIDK
#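 Enzyme at 20nM final was mixed with library compounds for 15 min at room temperature. Peptide H3(1-25) at 75uM, acetyl-CoA at 70uM and ThioGlo1 at 50uM were then added. Plates were read immediately and after 20 min (Ex340nm/Em540nm).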
# The depositor's hits bear a star; ? = inconclusive; nt = no result given; & = joins results of further samples; [ ] = remark or other dose. Calls follow the shape of the dose curve; as a rule, active = well fitted curve in the direction sought with a large enough effect; inconclusive = small, poorly fitted or top-dose-only effect, or another doubt; inactive = no such curve, though single readings can be large; an effect the other way counts as inactive or inconclusive. % is scaled to controls: 0 for no effect and ±100 for the full control effect; potency is read from the fitted curve at half-maximal effect.
# Each structure is followed by: TDP1 cell CPT	DT40 TDP1 no CPT	KAT2A inh
1: CN(C)C(=S)Nc1ccc(Cc2ccncc2)cc1
    -1%	1%	-13%
2: COc1cccc(CNC(=O)COC(=O)CCCNC(=O)c2ccc(Cl)cc2)c1
    32%[activator]	1%	2%
3: Cc1ccc(-c2noc(CCC(=O)NCCN3CCc4ccccc4C3)n2)cc1
    ?	?	-13%
4: CC1(c2nnc(Cc3ccccc3)o2)CC(c2ccccc2[N+](=O)[O-])=NO1 (stereo unspecified)
    ?	?	?
5: CCc1ccc(Nc2cc(C)nc3ncnn23)cc1
    6%	0%	-14%
6: CC1CNC(=S)N(c2ccccc2)C1=O (stereo unspecified)
    2%	-8%	nt
7: COc1ccc(C2C3C(=O)N(Cc4ccccc4)C(=O)C3ON2c2ccccc2)c(OC)c1OC (stereo unspecified)
    ?	21µM*	-5%
8: CCNC(=O)C1(C)CCCN(Cc2cccc(Oc3ccccc3)c2)C1 (stereo unspecified)
    18µM*	21µM*	nt
9: CC(NC(=O)Cc1ccsc1)c1ccc(F)cc1 (stereo unspecified)
    15%	-13%	-8%
10: Cc1ccc(/C(N)=N/OC(=O)COc2ccc(Cl)c(C)c2)cc1
    -12%	-39%	2%
11: O=S1(=O)[C@H]2C[C@@H]3C=C[C@@]2(CN1Cc1ccc(F)cc1)O3
    ?	-1%&-35%	1%
12: COc1ccc(CNC(=O)CCC(=O)N2CC3CCCN3c3ccccc32)c(OC)c1 (stereo unspecified)
    18µM*	21µM*	-1%
13: Cc1ccc2oc(C(=O)N3CCN(CCO)CC3)c(C)c2c1
    9%	-6%	-4%
14: Cc1cccc(-n2c(=O)c3c4c(sc3n3c(C)nnc23)CCCC4)c1
    ?	-19%	1%
15: COc1ccc(-n2nc(C(=O)NCC(=O)NCCC3=CCCCC3)c3ccccc3c2=O)cc1
    ?	?	0%
16: O=C1COc2ccc(S(=O)(=O)CCC(=O)NC3CCCCC3)cc2N1
    -3%	19%	-1%
17: CC(=O)Nc1ccc(NS(=O)(=O)c2ccc3c(c2)CC(C)N3C(=O)C2CCC2)cc1 (stereo unspecified)
    ?	?	-3%
18: CN1C(=O)c2c(sc3c2CC(C)(C)SC3)N2CCN=C12
    21µM*	21µM*	-5%
19: COc1ccc(NC(=O)c2c(NCc3cccs3)sc3c2CCCCC3)cc1
    9.2µM*	9.2µM*	-10%
20: Cc1ccc(C(=O)N[C@H](C(=O)OCc2cc(=O)n3c(n2)sc2ccccc23)C(C)C)cc1
    ?	?	-10%
21: CC(C)CC(=O)/C(=C\c1ccc(Cl)cc1Cl)n1cncn1
    2.9µM*	1.8µM*	3%
22: N#Cc1c2n(c3c(=O)n(CC(=O)c4ccc(Br)cc4)cnc13)CCCC2
    ?	?	-12%
23: CCn1c(SCc2cccnc2)nc2c1c(=O)n(C)c(=O)n2C
    -21%	-7%	-7%
24: Cc1cnc(CN2CCc3c([nH]c4ccccc34)C2CC(C)C)[nH]1 (stereo unspecified)
    ?	?	-13%
25: C/C(=N\NC(=O)Cn1nc(C)cc1C)c1ccc([N+](=O)[O-])cc1
    3%	-16%	-3%
26: COc1cc(C(=O)NC(=S)Nc2ccc(N3CCCC3)cc2)cc(OC)c1OC
    -13%	-23%	2%
27: CC(=O)NCCc1nc2cc(NC(=O)c3ccc(F)cc3)ccc2n1C
    0%	-5%	-9%
28: CCOc1ccc(NC(=O)CSc2c3c(nc4ccccc24)CCCC3)cc1
    16µM*	16µM*	0%
29: COc1ccc2c(c1)CC/C(=C\Nc1ccc3c(c1)OCO3)C2=O
    15µM*	?	-13%
30: Cc1cnc(CNc2nc(-c3c(C)noc3C)nc3ccccc23)cn1
    1%	2%	-4%
31: CC(C)Oc1cc(F)ccc1-c1cc(C(=O)NCc2ccccn2)[nH]n1
    ?	?	nt
32: Cc1cc(C)nc(N/N=C/c2cccc3ccccc23)n1
    ?	?	-6%
33: COc1ccc2c(=O)c3c(=O)n(Cc4ccccc4)c(C(C)C)nc3oc2c1
    5%	-24%	nt
34: Cc1ccc2[nH]c(=O)c(CN(C)S(=O)(=O)c3cccc4nonc34)cc2c1
    1%	5%	-15%
35: CC(C)Cn1c(N)c(C(=O)COC(=O)c2ccc(O)cc2)c(=O)n(C)c1=O
    -20%	?	-13%
36: COc1ccc(NC(=O)COc2nsnc2N2CCOCC2)c(OC)c1
    -26%	-10%	-17%
37: COC(=O)C1=C(C(=O)OC)[C@@H]2N(C)c3ccccc3[C@@]23C[C@@H](C(=O)OC)N(C(=O)C2CCC2)C3=N1
    5%	-8%	0%
38: Cc1ccc(C)c(N2CCN(C(=O)CN3C(=O)CSc4c3c(C)nn4-c3ccccc3)CC2)c1
    18µM*	26µM*	2%
39: COc1cccc(-c2cc(C(F)(F)F)nc(-n3nc(C)c(Br)c3C)n2)c1
    ?	?	-9%
40: CCN1CCN(C(c2cccs2)C(C)NC(=O)c2c(F)cccc2F)CC1 (stereo unspecified)
    -3%	1%	-2%
41: O=C(OCC(=O)N1CCc2ccccc2C1)c1cc(=O)[nH]c2ccccc12
    -5%	-12%	5%
42: COc1ccc2oc(=O)c(C(=O)NCc3cccnc3)cc2c1
    -9%	-3%	?
43: COc1ccc(CNC(=O)CCOc2ccc(C(C)(C)C)cc2)cc1
    ?	-21%	-7%
44: COc1ccc(NC(=O)[C@H](Cc2ccccc2)N2Cc3ccccc3C2=O)cc1OC
    -7%	-17%	-13%
45: CCCC1(C)SC(NC(C)=O)=NN1C(C)=O (stereo unspecified)
    -13%	5%	-3%
46: O=C(CSc1nc2ccccc2s1)Nc1ccc(N2CCOCC2)c(Cl)c1
    16µM*	21µM*	-11%
47: CCOC(=O)C1=C(C)NC(=O)NC1c1ccsc1 (stereo unspecified)
    -3%	-3%	0%
48: O=C(C(Cl)Cl)N1CCN(Cc2ccccc2)CC1
    ?	?	-1%
49: CCCC(C)C(=O)Nc1ccc(F)c(Cl)c1 (stereo unspecified)
    -7%	-3%	-5%
50: CN1CCN(CCC(=O)Nc2cccc(F)c2)CC1
    -5%	-4%	3%
51: CCNc1nc(Oc2c(Cl)cccc2Cl)cc(C(F)(F)F)n1
    -16%	-12%	-2%
52: CCCCCC(=O)NC(=S)NNC(=O)c1ccc([N+](=O)[O-])cc1
    ?	?	5%
53: CCCCC(=O)NC(c1ccc(OC)c(OC)c1)c1ccc2cccnc2c1O (stereo unspecified)
    1.3µM*	3.3µM*	nt
54: CCC(CC)C(=O)Nc1ccc2nc(SCC(=O)N3CCc4ccccc43)sc2c1
    4.6µM*	5.2µM*	-7%
55: CN(C)S(=O)(=O)c1cc(NC(=O)CSc2cccc[n+]2[O-])ccc1Cl
    -17%	4%	-1%
56: O=C(Nc1ccc2[nH]c(=S)sc2c1)Nc1ccccc1F
    -28%	?	19%
57: CCc1ccnc(NS(=O)(=O)c2ccc3c(c2)OCCO3)c1
    1%	-20%	1%
58: CNS(=O)(=O)c1ccc2nc(NC(=O)/C=C/c3ccco3)sc2c1
    ?	-17%	-16%
59: COCCNC(=O)CCCn1c(SCC(=O)Nc2cccc(C)c2)nc2c(sc3ccccc32)c1=O
    ?	?	-13%
60: COc1cccc(CNC(=O)c2cccnc2Sc2ccc(C)cc2C)c1
    ?	?	-6%

# Single records, as listed above. Values in the order: TDP1 cell CPT | DT40 TDP1 no CPT | KAT2A inh
# CCC(CC)C(=O)Nc1ccc2nc(SCC(=O)N3CCc4ccccc43)sc2c1 as listed: 4.6µM* | 5.2µM* | -7%
# COc1ccc(CNC(=O)CCOc2ccc(C(C)(C)C)cc2)cc1 as listed: ? | -21% | -7%
# CCCC1(C)SC(NC(C)=O)=NN1C(C)=O (stereo unspecified) as listed: -13% | 5% | -3%
# CCNc1nc(Oc2c(Cl)cccc2Cl)cc(C(F)(F)F)n1 as listed: -16% | -12% | -2%
# CCCC(C)C(=O)Nc1ccc(F)c(Cl)c1 (stereo unspecified) as listed: -7% | -3% | -5%

# The list continues:
# Each structure is followed by: TDP1 cell CPT	DT40 TDP1 no CPT	KAT2A inh
61: CC(=O)c1ccc(NC(=O)c2sc3nc(N4CCOCC4)c4c(c3c2N)CCCC4)cc1
    ?	21µM*	?
62: O=C(CSc1nnc(-c2ccco2)n1Cc1ccco1)N1CCOCC1
    -1%	-17%	8%
63: COc1ccc(-c2cc(=O)oc3c4c(ccc23)OCN(Cc2ccccc2)C4)cc1
    18µM*	?	-11%
64: CCCS(=O)(=O)N1CCC(C(=O)NC2CCCCC2C)CC1 (stereo unspecified)
    5%	-21%	-23%
65: COc1cc(C(=O)CCN2CCC(c3ccccc3)C2)cc(OC)c1OC (stereo unspecified)
    4.6µM*	5.8µM*	-5%
66: CC(C)Cc1nnc(NC(=O)CSc2nc(N)cc(=O)[nH]2)s1
    -2%	-2%	-4%
67: CC1(C)Cc2nc(NCCN3CCOCC3)c(C#N)cc2CO1
    0%	-9%	3%
68: Nc1nc(=S)[nH]c2c1C1(CCCCC1)Cc1ccccc1-2
    ?	?	1%
69: O=C(c1ccco1)N1CCC[C@@]2(CCN(C(c3ccccc3)c3ccccc3)C2)C1
    ?	?	-11%
70: C=C(C)CNC(=S)N/N=C1\CCCCc2ccccc21
    ?	?	-11%
71: CCc1nnc(NC(=O)CSc2nnc(-c3ccco3)n2CC)s1
    -17%	-17%	0%
72: CCN(CC)C(=O)c1sc(NC(=O)c2c(OC)cccc2OC)c(C#N)c1C
    15%	-6%	4%
73: COc1ccccc1NC(=O)CSc1nnc(CCNC(=O)c2ccc(C)cc2)n1C
    -4%	?	-16%
74: COc1ccc(Nc2nnc(SCC(=O)NC3CCS(=O)(=O)C3)s2)cc1 (stereo unspecified)
    -29%	-15%	-17%
75: CCn1c(SCC(=O)N2CCN(c3ccccc3F)CC2)nnc1-c1ccoc1C
    ?	?	3%
76: Cc1ccc2nc(N3C(=O)C(O)=C(C(=O)c4ccc(C)o4)C3c3cccc(O)c3)sc2c1 (stereo unspecified)
    3%	-13%	-12%
77: Cc1cccc(-c2cc3nc(C)cc(NCCCn4ccnc4)n3n2)c1
    ?	23µM*	3%
78: CCOC(=O)c1cnc(-c2ccccc2)nc1Oc1ccc(OC)cc1
    -1%	17%	-18%
79: CCCCSCCCNC(=O)c1cn(CC)c2ccc(S(=O)(=O)N3CCCCCC3)cc2c1=O
    ?	?	-9%
80: COC(=O)c1ccccc1-c1cc(C)cc2c1OC(CNC(=O)c1ccn(C)n1)C2 (stereo unspecified)
    ?	?	nt

# Results in sequence from the entries so far:
# TDP1 cell CPT for entries 57 to 66, in order: 1%, ?, ?, ?, ?, -1%, 18µM*, 5%, 4.6µM*, -2%
# DT40 TDP1 no CPT for entries 57 to 66, in order: -20%, -17%, ?, ?, 21µM*, -17%, ?, -21%, 5.8µM*, -2%
# KAT2A inh for entries 57 to 66, in order: 1%, -16%, -13%, -6%, ?, 8%, -11%, -23%, -5%, -4%

# Next section
# Each structure is followed by: TDP1 cell CPT	DT40 TDP1 no CPT	KAT2A inh
81: COc1ccc2c(c1)OC[C@H]1[C@H]2N2C(=O)[C@H](C)NC(=O)[C@@]2(C)[C@H]1c1ccccc1
    -20%	-26%	-3%
82: O=[N+]([O-])c1ccc(OCc2n[nH]c(=S)n2-c2ccccc2)cc1
    12%	-1%	2%
83: COc1ccc(O)c(/C=N/c2sc(C)c(C)c2C#N)c1
    -14%	-5%	-8%
84: O=C(Nc1cc(S(=O)(=O)N2CCOCC2)ccc1N1CCOCC1)c1cccs1
    -23%	-7%	1%
85: CC(=O)Nc1nc(C)cs1
    -12%	-11%	-5%
86: Cc1nn(-c2ncc(C(F)(F)F)cc2Cl)c(=O)n1-c1ccccc1F
    8%	-12%	-2%
87: COc1ccc(-c2ccc(-c3noc(-c4ccccc4F)n3)c(OC)n2)cc1
    ?	?	0%
88: O=C(/C=C/Nc1ccc(F)cc1F)c1ccc(Br)cc1
    -3%	-15%	nt
89: O=C(NNC(=O)c1cc(Br)c(Br)s1)c1csc(N2CCOCC2)n1
    -1%	-9%	-9%
90: CCCCCCCCCCCCCCCCOCCOCCOCCOCCOCCOCCOCCOCCOCCOCCOCCOCCOCCOCCOCCOCCOCCOCCOCCOCCO
    24µM*	7.5µM*	5%
91: O=C(CSc1nnc(C2CC2)n1-c1ccccc1)NC1CCS(=O)(=O)C1 (stereo unspecified)
    3%	0%	-1%
92: Cc1nn(C)c(C(=O)NNC(=S)NCc2ccco2)c1Br
    -6%	?	?
93: O=C(CC12CC3CC(CC(C3)C1)C2)N/N=C\c1ccc[nH]1
    6%	-15%	-11%
94: O=C(CSc1nnc(Nc2ccccc2)s1)NCC1CCCO1 (stereo unspecified)
    -6%	0%	-5%
95: CN(C)c1ccc(C(CNS(=O)(=O)c2cccc([N+](=O)[O-])c2)N2CCOCC2)cc1 (stereo unspecified)
    -17%	-13%	-13%
96: CC[n+]1c(/C=C/c2ccc(N(C)C)cc2)ccc2ccccc21
    0.16µM*	0.15µM*	-18%

# Not all compounds are listed (hit frequency here may not be typical).
